Source: PubChem BioAssay
EPAC2 agonist: EPAC2 (human) agonism. Q8WZA2. EPAC2 activation, biochemical qHTS; response scale: 100% = 6.5 mM cAMP response. Potency, µM (highest dose often 154 µM), inactives show at the highest dose activation, actives largely listed as activators. 360,000 tested, 0.079% active; further: potency means the concentration at half of the fitted maximal effect; nearly all actives have a fitted effect of over 50% in size
Target sequence (Q8WZA2 whole entry, looked up): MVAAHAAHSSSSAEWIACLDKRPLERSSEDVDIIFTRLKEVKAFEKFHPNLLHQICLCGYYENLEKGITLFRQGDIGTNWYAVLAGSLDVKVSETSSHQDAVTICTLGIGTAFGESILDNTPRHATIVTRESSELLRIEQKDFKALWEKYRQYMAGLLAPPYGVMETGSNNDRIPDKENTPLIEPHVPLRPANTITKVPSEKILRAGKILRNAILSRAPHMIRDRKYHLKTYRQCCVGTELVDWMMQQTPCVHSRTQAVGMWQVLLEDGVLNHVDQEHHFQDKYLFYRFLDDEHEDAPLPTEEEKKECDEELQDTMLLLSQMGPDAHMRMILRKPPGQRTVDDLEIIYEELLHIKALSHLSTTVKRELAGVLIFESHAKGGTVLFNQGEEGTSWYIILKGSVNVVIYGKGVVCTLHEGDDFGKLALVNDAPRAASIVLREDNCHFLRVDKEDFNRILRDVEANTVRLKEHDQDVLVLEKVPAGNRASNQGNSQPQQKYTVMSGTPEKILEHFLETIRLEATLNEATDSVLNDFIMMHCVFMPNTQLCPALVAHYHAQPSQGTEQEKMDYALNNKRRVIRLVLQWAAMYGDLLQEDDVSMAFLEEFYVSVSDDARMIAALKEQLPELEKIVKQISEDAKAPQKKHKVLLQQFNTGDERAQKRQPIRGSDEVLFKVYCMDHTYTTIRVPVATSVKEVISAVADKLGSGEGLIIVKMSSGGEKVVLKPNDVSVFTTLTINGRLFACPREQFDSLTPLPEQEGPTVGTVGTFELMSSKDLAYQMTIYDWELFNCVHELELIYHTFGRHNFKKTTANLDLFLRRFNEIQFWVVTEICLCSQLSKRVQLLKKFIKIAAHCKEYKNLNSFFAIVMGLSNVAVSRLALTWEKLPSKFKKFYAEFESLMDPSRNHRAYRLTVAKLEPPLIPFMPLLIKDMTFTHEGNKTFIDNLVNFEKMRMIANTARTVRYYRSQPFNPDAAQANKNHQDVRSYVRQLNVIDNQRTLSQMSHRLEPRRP
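Exchange assay: 100 nM EPAC2 with 250 nM Rap1B-BODIPY-GDP and 50 uM GDP. Fluorescence (ex 480/em 540 nm) read every 5 min for 30 min at room temperature. Data normalized to 6.5 mM cAMP as agonist control.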
CCT chaperon mod: modulators of cytosolic chaperonin (CCT/TRiC) activity | purified chaperonin ATPase assay, HTRF ADP detection, 30 min | activity change, % (concentration not given with the values), hits read low | 360,000 tested, 0.3% active | AID 651819; in the data active means activity change below about -30%; further: on the % scale 0 is the no-effect control and ±100 the full control effect
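ATPase activity: ADP formed was measured by HTRF Transcreener (665/615 nm ratio) after 30 min at 37 deg C with 10 uM ATP. Compounds screened at one 76 uM concentration against 40 or 20 nM TRiC in Tris pH 7.4/KCl/MgCl2/DTT buffer.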
D3 ag: agonists of human D3 dopamine receptor. AID 652048. 410,000 tested, 0.58% active. max activation, %. D3R DiscoveRx beta-arrestin cells, luminescence, 90 min. P35462; in the data active means max activation above about 30%; further: 0% is about no effect; mostly tested at two doses, the higher about 12 µM
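Agonist-mode cell screen: cells plated at 1500/well and incubated overnight at 37 °C, then exposed to library compounds for 90 min at 37 °C. Detection reagent was added for 30–60 min at room temperature, and luminescence was read.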
EPAC2 antag: antagonists of human EPAC2 | Q8WZA2 | EPAC2 GEF exchange of Rap1B-BODIPY-GDP, fluorescence | Potency, µM (titrated, usually from 114 µM), without a hit: at the highest dose activity, negative = inhibition, actives largely listed as inhibitors | 360,000 tested, 0.18% active; further: potency means the concentration at half of the fitted maximal effect; on the % scale 0 is the no-effect control and ±100 the full control effect; nearly all actives have a fitted effect of over 45% in size; many of its hits are not listed in these tables
Akt phos inh: blocks phosphorylation of Akt. activity change, % for hits at 50 µM. 360,000 tested, 0.32% active. Neuro2A IGF-stimulated pAkt S473 HTRF, 20 min; active compounds read low; in the data active means activity change below about -80%; inconclusive means mostly about -51% to -80%; further: on the % scale 0 is the no-effect control and ±100 the full control effect
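Single-point screen (50 µM final compound) in Neuro2A cells stimulated 20 min with 6 nM IGF at 37 deg C. After lysis, Ser473-phosphorylated Akt read by HTRF (ex 330 nm, em 615/665 nm) as the 665/615 ratio.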
D3 antag: D3 dopamine receptor (human) antagonism; P35462; D3R cells, DiscoveRx beta-arrestin luminescence, antagonist mode; active compounds read low; max response, negative = inhibition, %; 360,000 tested, 2.5% active; AID 652054; in the data active means max response below about -50%; inconclusive means no clear call, values can overlap the other calls; further: on the % scale 0 is the no-effect control and ±100 the full control effect; mostly tested at two doses, the higher about 12 µM
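Cells plated overnight at 1500 cells/well, then exposed to library compounds with dopamine controls for 90 minutes at 37 degrees C. DiscoveRx reagent added for 30–60 minutes at room temperature; luminescence read, quantitative HTS format.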
MmCpn inh: blocks the Methanococcus maripaludis chaperonin Mm-Cpn | purified Mm-Cpn ATPase, ADP Transcreener TR-FRET | Potency, µM (doses to about 76.9 µM), inactives show at the top dose activity, negative = inhibition, most hits filed as inhibitors | 330,000 tested, 0.031% active | AID 504842; further: potency means the concentration at half of the fitted maximal effect; on the % scale 0 is the no-effect control and ±100 the full control effect; nearly all actives have a fitted effect of over 80% in size
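Reaction buffer contained 30 mM Tris pH 7.4, 100 mM KCl, 5 mM MgCl2 and 1 mM DTT. Mm-CPN (25 nM final) hydrolysed 10 uM ATP over 30 min at 37°C; ADP was read by HTRF.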
PTHR1 ag: activates the human parathyroid hormone receptor PTHR1 | 410,000 tested, 0.075% active | Q03431 | Potency, µM (series often up to 115 µM), for inactives: at the top dose activation, most hits filed as activators | HEK293 GP2 PTHR1 cells, GloSensor cAMP luminescence, 1 h | AID 743266; further: potency means the concentration at half of the fitted maximal effect; nearly all actives have a fitted effect of over 55% in size; some results filed as inactive show a strong effect at the top dose; inactives centre near -15; many of its hits are not listed in these tables
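HEK-293-derived GP2 cells expressing PTHR1 and a GloSensor cAMP reporter, 3,000/well, plated overnight, given luciferin plus IBMX (each 0.5 mM as added) for 1 h at 37 °C, then compound for 1 h at 37 °C. Luminescence was read after 15 min at room temperature.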
Starred values were filed as active, the others as inactive; i = inactive; ? = inconclusive; . = not tested or not shown; [ ] = dose if it differs, or a comment. Unless noted, the call rests on the fitted dose curve; in most records, active means well fitted curve in the direction sought with a large enough effect; inconclusive means small, poorly fitted or top-dose-only effect, or another doubt; inactive means no such curve, though single readings can be large; an effect the other way counts as inactive or inconclusive.

No.	SMILES	D3 antag	MmCpn inh	PTHR1 ag	CCT chaperon mod	EPAC2 antag	EPAC2 agonist	Akt phos inh	D3 ag
1	CCOC(=O)c1c(NC(=O)C2COc3ccccc3O2)sc2c1CCN(Cc1ccccc1)C2 (centres undefined)	-3	-5%	-22%	-3.7	0%	6%	i	-17
2	O=C1NC[C@@H](Cc2cccc3ccccc23)N(CCc2cc(C(F)(F)F)cc(C(F)(F)F)c2)C1=O	0	1%	-1%	1.2	?	-8%	i	24
3	O=C(NCc1ccco1)c1nn2c(C(F)(F)F)cc(-c3cccs3)nc2c1Br	-4	-1%	i	-4.2	-2%	-3%	i	-10
4	O=C(Cc1c(Cl)cccc1Cl)Nc1ccncc1	5	0%	4%	-0.7	?	12%	i	-3
5	Cc1cccc(Oc2ccc(NC(=O)C3=CC=CN4CCS(=O)(=O)N=C34)cc2)c1	-8	3%	-27%	-0.3	-30%	27%	i	0
6	CC(=O)N1CCN(C(=O)c2cc(S(=O)(=O)N(C)c3ccc(F)cc3)ccc2Cl)CC1	-10	-1%	i	-2.2	4%	0%	i	9
7	COC(=O)c1ccccc1S(=O)(=O)NNC(=O)Nc1ccccc1	4	0%	-28%	-1.8	4%	14%	i	-12
8	Cc1cc(NCCCN)nc(-c2ccccc2O)n1	-23	-1%	15%[57.5 µM]	0.6	21%	14%	i	-6
9	CC(C)(C)NC(=O)C(c1ccncc1)N(C(=O)C1CSC(=O)C1)c1ccccc1 (centres undefined)	16	3%	i	-0.5	0%	1%	i	0
10	COc1ccc(NC(=O)Cc2nnc(SCC(=O)Nc3ccccc3)n2C)cc1	12	1%	i	-0.1	1%	11%	i	1
11	COc1cccc(NC(=O)CN(C)C(=O)C23CC4CC(CC(Cl)(C4)C2)C3)c1	-10	-7%	-1%	2.1	-6%	2%	i	2
12	Cc1cccc(COCC(Cc2ccccc2)N2CCN(C(=O)c3cccc(C)c3)CCC2=O)c1 (centres undefined)	-14	1%	i	-1.2	-18%	12%	i	1
13	COC(=O)C(C)Oc1ccc(Oc2nc(Cl)ccc2Cl)cc1 (centres undefined)	-12	-2%	-25%	-1.1	-12%	22%	i	-3
14	CCOC(=O)C1CCCN(C(=O)c2ccc3c(=O)n(CCOC)c(=S)[nH]c3c2)C1 (centres undefined)	14	-13%	-30%	-1.3	0%	6%	i	4
15	Cc1cccc(Nc2cnn(C34CC5CC(CC(CC(=O)O)(C5)C3)C4)c(=O)c2Cl)c1	-25	1%	-2%[57.5 µM]	1.6	4%	4%	i	2
16	CC(=O)Nc1ccc2nc3c(=O)n(C)c(=O)n(C)c3nc2c1	-13	-1%	i	1.7	12%	-2%	i	-9
17	COC(=O)C1=C(C)N(C)C(C)=C(C(=O)OC)C1c1ccc(C(=O)OC)cc1	?	2%	i	-2.7	-6%	3%	i	-11
18	Cc1ccc(CSCC(=O)N/N=C/c2cccc(OC3CSC3)c2)cc1	29	0%	-14%	1.5	0%	-7%	i	1
19	Cc1ccc2[nH]c(C(F)(F)F)cc(=O)c2c1	8	2%	-27%	-5.9	1%	-1%	i	-9
20	O=C(NCc1ccc(Cl)cc1)c1ccccc1CCc1ccccc1	2	2%	-40%[inhibitor]	-0.8	-18%	7%	i	1
21	Cn1c(C(=O)N(Cc2ccccc2)Cc2ccccn2)cc2sccc21	-13	-1%	i	-1.7	-4%	17%	i	-6
22	Cc1cccc(NC(=S)N2CCN(C(=O)c3ccco3)CC2)c1C	17	2%	-23%	-0.3	-4%	-16%	i	2
23	O=C(CCNC(=O)C1CCN(S(=O)(=O)c2ccc(F)cc2)CC1)NCc1ccncc1	6	1%	-7%	-1.3	-4%	6%	i	-2
24	COc1cccc(C(=O)Nc2cc(-c3cn4cccnc4n3)ccc2C)c1	-17	2%	-11%	-1.3	17%	2%	i	-4
25	CCN(CC(=O)Nc1ccc2c(c1)OCCO2)C(=O)C(C)Oc1ccc(F)cc1 (centres undefined)	13	.	-1%	-0.8	6%	-2%	i	7
26	COc1ccc(OCC(=O)NC2CCCCCCC2)cc1	-11	1%	i	1.1	7%	-4%	i	-13
27	COCCN(C(=O)CSc1nnc(-c2ccc(C)c(C)c2)o1)c1c(N)n(CC(C)C)c(=O)[nH]c1=O	5	-1%	-2%	1.1	-4%	3%	i	5
28	C=CCCCCCCCCC(=O)NNC1=CC(=O)CC(C)(C)C1	32	-2%	-22%[57.5 µM]	-1.9	4%[57.1 µM]	-6%	i	0
29	CC1CCCN(CCCOc2ccccc2-c2ccccc2)C1 (centres undefined)	-67*	1%	i	0.9	1%	-2%	i	-18
30	Cn1c(CCN2CCN(c3ccccn3)CC2)nc2cc(NC(=O)COc3ccccc3)ccc21	-13	-5%	-58%[inhibitor]	1.0	-14%	8%	i	44*
31	C=CCn1c(SCC(=O)NC2CCCCC2)nnc1-c1ccccn1	7	-1%	-20%	-0.6	6%	5%	i	0
32	O=C(O)c1cccc(NS(=O)(=O)c2ccc(S(=O)(=O)N3CCOCC3)cc2)c1	0	0%	i	-0.7	-7%	12%	i	0
33	COCCNC(=O)CN1C(=O)CC(C)(C)S(=O)(=O)c2ccccc21	-5	1%	i	-8.0	6%	10%	i	-4
34	O=C(NC1CCCC1)c1nc2c(nnn2Cc2ccccc2Cl)c(=O)[nH]1	40	1%	-8%[57.5 µM]	-4.1	8%	6%	i	20
35	Cc1nc(N(C)C)c2sc(=S)n(C)c2n1	17	2%	-21%	0.6	-9%	3%	i	5
36	O=S(=O)(c1ccc2c(c1)OCCO2)N1CCN(c2ncnc3sccc23)CC1	25	-5%	-19%	-0.7	6%	10%	i	28
37	CCOC(=O)C1=C(CSc2nc3c(cc2C#N)CN(C)CC3)OC(N)=C(C#N)C1c1ccccc1 (centres undefined)	-24	-1%	i	-1.8	-12%	-3%	i	-9
38	COc1ccc(CC(=O)N/N=C(\C)CC(=O)Nc2ccc(N(C)C)cc2)cc1	9	3%	-10%	-0.4	6%	12%	i	-1
39	N#Cc1c(-c2ccccc2)oc(=O)c2ccccc12	0	-4%	i	-0.4	-2%	-4%	i	1
40	CCc1ccc(/C=C2\Oc3c(ccc(O)c3CN3CCN(CCO)CC3)C2=O)cc1	5	-12%	13%	-1.1	15%	8%	i	-14
41	Cc1ccc(S(=O)(=O)N2[C@@H](c3ccc(C(C)(C)C)cc3)C(C(=O)O)=CC[C@H]2c2ccc3c(c2)OCO3)cc1	7	-1%	i	-0.1	?	9%	i	7
42	COc1cccc(C(=O)N2CCN(C(=O)Cc3ccccc3)CC2)c1	-11	-1%	i	-2.7	10%	0%	i	9
43	COc1ccc(C(=O)Nc2ccnn2C2CCN(CC3CC=CCC3)CC2)cc1 (centres undefined)	0	-1%	-18%	-2.3	3%	2%	i	-24
44	Cn1nc(C(=O)OCc2ccc(Br)cc2F)c2ccccc2c1=O	39	1%	-28%	0.9	-4%	5%	i	7
45	CC1=C(C(=O)OCC(C)C)C(c2ccsc2)C2=C(CCCC2=O)N1 (centres undefined)	-1	-1%	i	-3.3	-3%	-3%	i	6

3 compounds drawn at random from the list so far:
No.	SMILES	D3 antag	MmCpn inh	PTHR1 ag	CCT chaperon mod	EPAC2 antag	EPAC2 agonist	Akt phos inh	D3 ag
44	Cn1nc(C(=O)OCc2ccc(Br)cc2F)c2ccccc2c1=O	39	1%	-28%	0.9	-4%	5%	i	7
33	COCCNC(=O)CN1C(=O)CC(C)(C)S(=O)(=O)c2ccccc21	-5	1%	i	-8.0	6%	10%	i	-4
43	COc1ccc(C(=O)Nc2ccnn2C2CCN(CC3CC=CCC3)CC2)cc1 (centres undefined)	0	-1%	-18%	-2.3	3%	2%	i	-24

Going on with the list.
No.	SMILES	D3 antag	MmCpn inh	PTHR1 ag	CCT chaperon mod	EPAC2 antag	EPAC2 agonist	Akt phos inh	D3 ag
46	CC(NC(=O)c1ccco1)C1CCCO1 (centres undefined)	16	1%	i	-1.2	12%	8%	i	-21
47	CC(C)COC(=O)N1CCCCC1c1cc(C(=O)NC(C)C)no1 (centres undefined)	0	.	-35%	-2.2	-2%	9%	.	8
48	O=C(O)CC(C(=O)NCc1ccccc1)C1CCCO1 (centres undefined)	15	2%	-12%	0.3	-6%	3%	i	5
49	COc1ccc(/C=N/Nc2ccccc2)cc1Cn1nc(C)c([N+](=O)[O-])c1C	4	0%	i	-1.5	2%	11%	i	-6
50	COC(=O)c1ccc(NC(=O)c2cc(-c3ccncc3)nc3ccccc23)cc1	13	-2%	-1%	0.4	3%	17%	i	-5
51	Cc1nn(-c2ccc(F)cc2)c(Cl)c1C(=O)OC(C)C(=O)N(C)C1CCCCC1 (centres undefined)	8	1%	-8%	3.2	-29%	-2%	i	-2
52	O=S(=O)(c1cccc(Cl)c1)N1CCN(S(=O)(=O)c2ccc3c(c2)OCCO3)CC1	.	1%	-8%	.	3%	6%	.	.
53	O=C(CSc1nncn1-c1cccnc1)Nc1ccccc1C(F)(F)F	-11	0%	i	1.3	6%	15%	i	-15
54	C[C@H](CO)N1C[C@H](C)[C@H](CN(C)CC2CC2)Oc2ccc(NC(=O)CCN3CCOCC3)cc2C1=O	19	0%	i	1.7	-2%	6%	i	16
55	O=C1COc2ccc(C(=O)COC(=O)c3cc(S(=O)(=O)NCc4ccccc4)ccc3O)cc2N1	-2	-1%	i	-2.4	1%	2%	i	1
56	Cc1ccc2[nH]c(=O)c(CN(CCCN(C)C)C(=O)Nc3ccc(F)cc3)cc2c1	19	0%	-18%	1.6	-6%	0%	i	-1

Not all compounds are listed; the hit share may differ from the screen's.
